S3 lipid droplet: qHTS Assay for Lipid Storage Modulators in Drosophila S3 Cells. hit rate 0.64% among 320,000. lipid storage change, negative = inhibition, % at the top dose, mostly 46.1 µM; hits show Potency in µM. Drosophila S3 cells, BODIPY lipid droplet fluorescence, 18-24 h; cells fed with added oleic acid. AID 2685; active = well fitted inhibition curve with a large enough effect in the signal ratio, with a control signal flat, not every such curve was filed as active; inconclusive = small, poorly fitted or top-dose-only effect, or effect the other way, or a change in a side signal; the % refers to the signal ratio
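Drosophila S3 cells loaded with oleic acid (400 uM, as added) and compounds at several concentrations; lipid droplets imaged by 488-nm laser-scanning cytometry, 500–530 nm intensity and object ratio to cell channel. Percent activity normalized to 20 uM Triacsin C.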
S3 lipid droplet cell count max: also measured in S3 lipid droplet; calls as there; cell number change, %; measured here: cell count max response;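 cells counted by Cell Tracker Red CMTPX staining in the red channel; peak over a dose series mostly up to 46.1 µM; percent activity relative to internal control wells on each plate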
Starred values were filed as active, the others as inactive; i = inactive; ? = inconclusive; · = not tested or not shown; [ ] = another dose, or the depositor's remark. % is set by controls: 0 for no effect and ±100 for the full control effect; potency is the fitted concentration of half-maximal effect. A portion of the library; rates above refer to the full screens.

SMILES	S3 lipid droplet	S3 lipid droplet cell count max
Cc1cccc(NC(=O)c2ccc(N3C(=O)C4C5C=CC(C6CC56)C4C3=O)cc2)c1 (stereo not given)	?	·
CN1/C(=C/C=N/NC(=O)c2ccc([N+](=O)[O-])cc2)C(C)(C)c2ccccc21	?	·
Cc1sc2nc(CSCC(=O)N(CCC#N)c3ccccc3)[nH]c(=O)c2c1C	?	·
S=C(NC1CCCC1)N1CCN(c2cccc(Cl)c2)CC1	?	·
N#Cc1cccc(NC(=O)Nc2cccs2)c1	-7.0%	-14.3
Cc1ccc(C)c(NS(=O)(=O)c2cc(C(N)=O)ccc2C)c1	?	·
COc1ccc(CCN=C(N)NS(=O)(=O)c2ccc(C)c(C)c2)cc1	0.8%	1.4
CCOc1ccc(N2CCc3c(C)nc(SC)nc32)cc1	-5.0%	17.2
c1ccc(CN2CCC(N3CCC(N4CCCCCC4)CC3)CC2)cc1	0.82µM*	-20.6*
O=S(=O)(c1cccc(Br)c1)N1CCN(c2ccnc3cc(Cl)ccc23)CC1	?	·
CC(=O)Nc1nc(CC(C)C)cc(-c2ccccc2)c1C#N	-13.5%	3.0
Cc1ccc(C)c(OC(=O)c2ccncc2)c1	-8.5%	-15.5
O=C(NC1CC2CCCC(C1)N2Cc1ccc(F)cc1)c1ccc(F)cc1 (stereo not given)	-9.3%	2.0
CC(C)(Nc1ccccc1)C(=O)c1ccccc1	-0.3%	0.5
C=CCNC(=S)NNC(=O)c1ccc(OCC)cc1	-0.1%	-9.8
Cc1cccc(NC(=O)CN(C)S(=O)(=O)c2ccc(Cl)cc2)n1	17.8%	-6.5
O=S(=O)(c1ccc2nnn(OCc3ccccc3)c2c1)N1CCOCC1	5.8%	8.3
COc1ccc(S(=O)(=O)Nc2ccc(F)cc2F)cc1C(=O)N1CCOCC1	-23.1%	1.2
CCCOc1ccc(C2C(C#N)=C(N)Oc3nc[nH]c(=O)c32)cc1OC (stereo not given)	0.0%	3.3
NC(=O)C1CCN(c2ccnc3cc(Cl)ccc23)CC1	-18.4%	-7.1

Three entries from above, sorted by molecular weight, falling.
SMILES	S3 lipid droplet	S3 lipid droplet cell count max
Cc1sc2nc(CSCC(=O)N(CCC#N)c3ccccc3)[nH]c(=O)c2c1C	?	·
NC(=O)C1CCN(c2ccnc3cc(Cl)ccc23)CC1	-18.4%	-7.1
C=CCNC(=S)NNC(=O)c1ccc(OCC)cc1	-0.1%	-9.8

As entered above:
Reading for O=S(=O)(c1ccc2nnn(OCc3ccccc3)c2c1)N1CCOCC1 under S3 lipid droplet cell count max: 8.3
Reading for COc1ccc(S(=O)(=O)Nc2ccc(F)cc2F)cc1C(=O)N1CCOCC1 under S3 lipid droplet cell count max: 1.2

The list continues:
SMILES	S3 lipid droplet	S3 lipid droplet cell count max
CC1(C)C=C2C(=NN(c3ccccc3)C(N)=C2C#N)CO1	14.3%	5.9
Cc1cc(=O)c(C(=O)O)nn1-c1ccccc1[N+](=O)[O-]	?	·
CC(C)CNS(=O)(=O)c1cc(C(=O)O)c(Cl)cc1Cl	?	·
CCCCOc1[nH]c2nc(-c3ccco3)n(Cc3ccco3)c(=N)c2c1C#N	i	·
O=C(NCCS(=O)(=O)NCc1ccc(F)cc1)c1ccc2c(c1)OCO2	?	·
COc1cccc(OCC(=O)Nc2c3c(nn2-c2ccc(F)cc2)CS(=O)(=O)C3)c1	-25.8%	4.2
COc1ccccc1N1CCN(C2CCCN(C(=O)CN3CCCC3=O)C2)CC1 (stereo not given)	?	·
O=C(CSCc1nc2ccccc2[nH]1)Nc1ccccc1	18.1%	-0.4
C(#CCN1CCOCC1)COCCCOC(c1ccccc1)c1ccccc1	i	·
CCOc1ccc2nc(N/C(N)=N/C(=S)Nc3cccc(C)c3)nc(C)c2c1	?	·
CCN(CC)CCOC(=O)c1ccc(N/C=C(/C#N)c2nc(-c3cccc(OC)c3)cs2)cc1	?	·
CCc1cccc(C)c1NC(=O)Cn1nc(C)n2cccc2c1=O	?	·
COCCCNC(=O)c1c[nH]c2ccc(S(=O)(=O)N3CCc4ccccc43)cc2c1=O	5.0%	-21.8
CCOC(=O)Cc1csc(NC(=O)CSc2nnnn2-c2ccc(CC)cc2)n1	-5.7%	-22.2
Brc1ccc(Sc2cnc3ccccc3n2)cc1	?	·
Cc1ccccc1C(=O)c1cccn1CC(=O)NC1CCCC(C)C1C (stereo not given)	-13.0%	24.8
O=c1c2cc(-c3ccccc3)sc2nc2n1CCC2	?	·
C=CCN1C=C2C(=O)C(C)(OC(=O)CC)C(=O)C=C2C=C1CCCC (stereo not given)	-13.6%	-18.7
COc1ccccc1C1C=C(c2ccc(Cl)cc2)Nc2nc(NS(C)(=O)=O)nn21 (stereo not given)	?	·
CC(C)c1ccc(NC(=O)C(c2ccccc2)N2CC(=O)Nc3ccccc32)cc1 (stereo not given)	?	·
Nc1cccc(Oc2c(F)c(F)c(Oc3cccc(N)c3)c(F)c2F)c1	?	·
O=C(COc1ccccc1Cl)Nc1nnc(S(=O)(=O)N2CCCCCC2)s1	?	·
COc1ccc(-c2nn(-c3ccccc3)cc2C(N)=O)cc1OC	?	·
COc1ccc(CCNC(=O)C2CCN(S(=O)(=O)c3cccc4cccnc34)CC2)cc1OC	?	·
COc1cccc(-c2ccc(SCC(=O)NC3CCCCC3)nn2)c1	-27.6%	-1.4
CCC1=Nc2cc(C(=O)NCCCN3CCOCC3)ccc2Sc2ccc(Br)cc21	3.5%	-6.6
CCCCN1C(=O)N(C)C2C1N(C)C(=O)N2CCCC (stereo not given)	0.8%	8.3
Cc1cccc(OCC(=O)Nc2cccc(C(=O)Nc3ccccc3C(=O)O)c2)c1	?	·
O=c1c2cc(Br)ccc2nc(-c2ccc([N+](=O)[O-])cc2)n1O	?	·
COc1ccc(CCNC2CC(=O)N(CCc3ccccc3)C2=O)cc1OC (stereo not given)	2.5%[9.22 µM]	-4.8
CCOc1ccc(CNC(=O)Cn2ccc3cc(S(=O)(=O)N4CCCCCC4)ccc32)cc1	?	·
CCOC(=O)c1c(-c2ccc(C)s2)csc1N	8.6%	-22.0
CCc1cccc(CC)c1NC(=O)c1cccc(S(=O)(=O)N2CCN(C)CC2)c1	26.6%	27.0
O=C1CC2(CCN(S(=O)(=O)c3ccccc3F)CC2)Oc2ccccc21	25.2%	-18.7
C=CCNC(=O)C1CCN(S(=O)(=O)c2ccc(Br)cc2)CC1	20.0%	-7.8
C[C@@]12C(=O)N(Cc3ccc(-c4ccccc4)cc3)CC(=O)N1[C@H](/C=C/c1ccccc1)[C@@H]1C(=O)N(c3ccccc3)C(=O)[C@@H]12	?	·
COc1ccccc1N1CCN(C(c2ccccn2)c2nnnn2C2CCCCC2)CC1 (stereo not given)	?	·
CCc1nn2c(=O)c(S(=O)(=O)Nc3cccc(F)c3)c(C)nc2s1	?	·
CCn1c(COc2ccccc2)nc2ccccc21	3.4%	-11.7
CCC(C)NC(=O)c1ccc(C(=O)c2ccccc2)cc1 (stereo not given)	?	·
COc1ccc(N2CCN(c3nc(Cl)nc(Nc4ccc(F)cc4)n3)CC2)cc1	?	·
Cc1cc(NC(=O)CCC(=O)N(Cc2ccco2)C2(C(=O)NC3CCCC3)CCC(C)CC2)no1 (stereo not given)	i	-2.5
Cc1cc(C)c2nc(SCCC#N)nc(C)c2c1	?	·
Cn1cc(Cl)c(C(=O)NC2CCCCCC2)n1	?	·
CCc1c(C)nc(SC/C=C/c2ccccc2)[nH]c1=O	i	·
CCc1ccc(C(=O)N2CCCC2)s1	27.3%	·
COc1ccc(NC(=O)c2ccc(NC(=O)CN(C)CC(=O)Nc3c(C)cccc3C)cc2)cc1	?	·
CCOc1cccc(C(=O)Nc2ccc3ccccc3c2)c1	i	17.9
COC(=O)c1ccc(COc2cccc3c2CCN(Cc2cccc(C)c2)C3=O)o1	?	·
C=CCNC(=S)Nc1cccc(NC(=S)NCC=C)c1	9.9%	12.0
Cc1ccccc1OCC(=O)Nc1nnc(C2CCCCC2)s1	-1.7%	-11.9
O=C(NCC1CCCCC1)c1ccc(F)c(S(=O)(=O)N2CCOCC2)c1	16.7%	-13.7
COc1cccc(C#Cc2c(CO)[nH]c3ccccc23)c1	?	·
C/C(=N\O)c1ccco1	?	·
Cc1ccc2cc(C(c3nnnn3C3CCCC3)N3CCN(c4ccccc4)CC3)c(=O)[nH]c2c1 (stereo not given)	?	·
Cc1nc2c(-c3ccc(F)cc3)c(C)nn2c(C)c1CCC(=O)NCc1ccco1	?	·
COc1ccc(Nc2nc(-c3ccccc3)c3ccccc3n2)cc1	?	·
O=C(Cc1ccccc1)NCCC1=CCCCC1	?	·
O=C(CCCCCNC(=O)N1CCn2c1nc1ccccc12)N[C@@H](C(=O)O)c1ccccc1	7.8%	-11.9
O=C(COc1ccc(/C=N/NC(=O)c2ccccc2O)cc1)Nc1ccc([N+](=O)[O-])cc1	?	·

A section from the list above, for reference:
SMILES	S3 lipid droplet	S3 lipid droplet cell count max
Cc1nc2c(-c3ccc(F)cc3)c(C)nn2c(C)c1CCC(=O)NCc1ccco1	?	·
COc1ccc(Nc2nc(-c3ccccc3)c3ccccc3n2)cc1	?	·
O=C(Cc1ccccc1)NCCC1=CCCCC1	?	·
O=C(CCCCCNC(=O)N1CCn2c1nc1ccccc12)N[C@@H](C(=O)O)c1ccccc1	7.8%	-11.9
O=C(COc1ccc(/C=N/NC(=O)c2ccccc2O)cc1)Nc1ccc([N+](=O)[O-])cc1	?	·

Entries of single compounds as entered above. Screens in order: S3 lipid droplet, S3 lipid droplet cell count max
CCOc1cccc(C(=O)Nc2ccc3ccccc3c2)c1 as listed: i, 17.9
CCc1ccc(C(=O)N2CCCC2)s1 as listed: 27.3%, ·

(next part)
SMILES	S3 lipid droplet	S3 lipid droplet cell count max
Cc1ccc(-n2nc3cc(C)c(NC(=O)c4cccnc4)cc3n2)cc1	7.0%	-4.6
CCN(CC(=O)Nc1c(F)cccc1F)C(=O)/C=C/c1ccc(S(=O)(=O)N2CCCCCC2)cc1	i	-20.0
CCN(CC(=O)NCc1cccs1)C(=O)c1ccc(NS(=O)(=O)c2cccc([N+](=O)[O-])c2)cc1	28.9%	27.0
CCOC(=O)C(C)(C)N(Cc1ccccc1C)S(=O)(=O)c1ccc(Cl)c([N+](=O)[O-])c1	-15.8%	-1.6
C#CCOc1c(Cl)cc(C2C3=C(CCCC3=O)N(CC(=O)O)C3=C2C(=O)CCC3)cc1OC	-11.9%	10.6
O=C(COC(=O)c1nsc(Cl)c1Cl)NC1CCCC1	?	·
CC(C)(C)c1ccc(C(CC(=O)O)NC(=O)CSc2ccccc2)cc1 (stereo not given)	-1.8%	-2.1
CC(=O)N1CCN(c2ccc(NC(=O)c3cccc(Cl)c3)cc2)CC1	?	·
Cc1ccc(-c2noc(Cn3cc(S(=O)(=O)N4CCCC4)ccc3=O)n2)cc1	i	-11.4
COc1cc(O)c(CCO)c2c1C(=O)C[C@@H](C)O2	-1.7%	-8.7
C/C(=N\Nc1nc(N2CCCCC2)nc(N2CCOCC2)n1)c1cccs1	2.9%	8.8
COc1ccc(N2CCN(C(=O)Cn3cnc4c(cnn4-c4ccc(C)cc4)c3=O)CC2)cc1	?	·
Cc1ccccc1NC(=O)CSc1nnc(NC(=O)C2CC2)s1	i	-1.3
CC(=O)Nc1cccc(NC(=O)CSc2nc3c(=O)n(C)c(=O)n(C)c3n2C)c1	-12.7%	-13.9

Screening data from PubChem.
